# Screens (PubChem)
# TEAD-YAP block: TEAD-YAP interaction inhibition, primary screen, TEAD-YAP interaction inhibitor project, luminescence, HEK-TIYL cells; TEAD-Gal4/YAP UAS-luciferase luminescence; inhibition, % at 9.12 µM; 1.4% of 640,000 active; AID 1259422, 2018; in the data active = inhibition above about 32%;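 also: 0% = median of test compound wells and 100% = reference inhibitor wells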
# GPR151 activ: activators of human GPR151, primary screen, cell-based, PathHunter beta-arrestin, luminescence; PathHunter beta-arrestin GPR151 cells; 1% of 650,000 active; activation, % at 11.2 µM; AID 1508602, 2020; in the data active = activation above about 4.9%;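 also: 0% = median of compound wells and 100% = cells with positive control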
# MITF inh: MITF inhibitors, primary screen, biochemical, AlphaScreen, human; Microphthalmia-associated transcription factor (Homo sapiens), O75030; AlphaScreen MITF homodimerization, bead proximity signal; inhibition, % at 2.6 µM; 0.91% of 650,000 active; AID 1259374, 2018; in the data active = inhibition above about 50%;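 also: 0% = vehicle wells with protein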
# FBW7 act: FBW7 E3 ligase activators, primary screen, biochemical, AlphaScreen, human; AlphaScreen FBW7–phospho-cyclin E peptide binding, activator screen; normalized activity (activation), % at 26.1 µM; 0.13% of 650,000 active; AID 1259310, 2017; in the data active = normalized activity above about 1.9%;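 also: purified mutant Fbw7 with reduced substrate affinity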
# Target sequence (Q969H0 whole entry, looked up): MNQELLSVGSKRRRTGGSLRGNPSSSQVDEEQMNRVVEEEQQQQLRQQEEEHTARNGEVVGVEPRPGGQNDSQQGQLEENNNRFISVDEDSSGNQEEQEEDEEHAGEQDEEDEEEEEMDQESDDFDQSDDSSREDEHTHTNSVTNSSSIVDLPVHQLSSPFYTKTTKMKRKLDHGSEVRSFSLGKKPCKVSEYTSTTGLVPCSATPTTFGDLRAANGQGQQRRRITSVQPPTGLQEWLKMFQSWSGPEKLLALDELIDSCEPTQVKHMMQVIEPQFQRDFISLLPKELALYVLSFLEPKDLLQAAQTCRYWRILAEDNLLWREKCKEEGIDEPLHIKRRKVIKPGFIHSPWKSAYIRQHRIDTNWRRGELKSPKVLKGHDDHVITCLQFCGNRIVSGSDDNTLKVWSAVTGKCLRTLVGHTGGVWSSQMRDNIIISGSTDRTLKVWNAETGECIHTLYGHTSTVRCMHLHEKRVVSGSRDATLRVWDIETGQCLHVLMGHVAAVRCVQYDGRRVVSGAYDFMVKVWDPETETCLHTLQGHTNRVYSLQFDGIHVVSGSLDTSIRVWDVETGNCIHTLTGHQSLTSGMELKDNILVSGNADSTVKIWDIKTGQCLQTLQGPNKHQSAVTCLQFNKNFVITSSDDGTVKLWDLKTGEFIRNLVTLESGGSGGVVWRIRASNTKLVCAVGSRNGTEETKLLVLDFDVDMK
# The depositor's hits bear a star.
molecule,FBW7 act,GPR151 activ,MITF inh,TEAD-YAP block
NC(=O)c1cc(NC(=O)COC(=O)C2CCCCC2)cc(C(N)=O)c1,-0.1,-0.7,-4.0,-2.7
COc1cc(NC(=O)C2CCN(c3ccc(NCCN4CCOCC4)nn3)CC2)cc(OC)c1OC,0.0,0.7,10.9,5.9
CC1CCN(C(=O)c2cc3n(n2)C(C(F)(F)F)CC(c2ccc(Br)cc2)N3)CC1 (stereo not drawn),0.2,-0.2,-1.9,14.3
CC(C)n1cnc2c(NC3CCN(Cc4ccccc4)CC3)nc(Nc3ccncc3)nc21,-0.1,-0.7,-10.1,68.6*
COc1cccc(-n2c(C)cc(/C=C3\NC(=O)N(Cc4ccccc4F)C3=O)c2C)c1,-0.1,-0.5,10.9,8.2
Cc1cccc(C)c1NC(=O)CSc1nnc(-c2ccco2)n1-c1ccccc1,0.0,-1.0,1.1,1.4
O=C(CSc1ccc2nnc(-c3cccnc3)n2n1)Nc1cccc(Cl)c1,-0.1,-0.2,5.6,-0.5
Cc1ccc2oc(C(=O)Nc3c(C)n(C)n(-c4ccccc4)c3=O)c(C)c2c1,-0.1,-0.8,-6.0,-4.4
O=C(NCc1ccccc1)c1ccnc(Nc2ncccn2)c1,0.1,2.0,3.5,0.8
O=C(O)c1ccc2c(c1)C(=O)N(c1cccc(-c3nc4ccccc4o3)c1)C2=O,-0.1,1.5,25.5,-25.5
CCOc1cc(/C=C2/C(=N)N3N=C(C(F)(F)F)SC3=NC2=O)ccc1OCCOc1cc(C)ccc1C,0.4,-1.9,10.3,19.5
COc1ccc(Cl)cc1NC(=O)c1sc2ncnc(N3CCCCC3)c2c1C,-0.1,2.1,1.7,1.1
COc1ccc(/C(N)=N/OC(=O)COc2ccc(Br)cc2C)cc1,0.1,0.3,13.7,11.0
O=C(/C=C/c1ccccc1)NNC(=O)Cc1cccs1,-0.3,-0.6,-0.1,-7.5
CCOc1ccc(NS(=O)(=O)c2ccc(C)c(C(N)=O)c2)cc1,0.4,-0.8,4.3,-0.3
COc1ccc(Cc2nnc(Nc3cccc(C)c3)[nH]c2=O)cc1,0.3,3.5,4.6,7.0
C(=N\Nc1nnc(-c2ncc[nH]2)c2ccccc12)/c1ccc(N2CCOCC2)cc1,-0.4,0.0,11.4,0.3
Cc1cc2nc(NC(=S)NCc3ccco3)sc2cc1C,0.6,-1.9,3.6,14.9
Cc1ccc(NC(=O)N(Cc2cc3cc4c(cc3[nH]c2=O)OCO4)CC2CCCO2)cc1 (stereo not drawn),-0.1,0.2,-4.8,-24.0
COC(=O)c1c2c(c[n+](C)c1C)COC(C)(C)OC2,0.5,-1.6,12.0,-2.9
NS(=O)(=O)c1cccc(NC(=O)COc2ncnc3sc(-c4ccccc4)cc23)c1,0.2,0.6,51.8*,-10.5
Cc1cc(C)cc(Cn2c(NCCCN3CCOCC3)cc(=O)n(C)c2=O)c1,-0.1,1.3,69.8*,-6.3
CCC(CC)c1nnc(NC(=O)Cc2cccs2)s1,0.0,0.3,13.8,-2.2
CC1(C)OC2OC(C(=O)NNC(=O)c3ccccc3)C3OC(C)(C)OC3C2O1 (stereo not drawn),-0.1,1.9,6.3,3.0
O=C(Nc1cccc(Cl)c1Cl)c1ccc(=O)[nH]n1,-0.2,2.4,13.5,-6.6
Cc1ccc(C(=O)NCCSc2ncc(-c3ccccc3)[nH]2)cc1,0.2,1.9,0.3,-6.5
COc1cc(Nc2nc(C(=O)NCc3cccc(C(F)(F)F)c3)cs2)cc(OC)c1OC,0.3,-0.5,12.8,11.5
O=C(Cn1nc2n(c1=O)-c1ccccc1SC2)N/N=C/c1cccs1,0.9,-0.6,15.6,17.3
CCCCSc1nnc(-c2ccco2)n1N,-0.1,-2.1,1.3,-5.5
COCCOC(=O)c1c(C)oc2ccc(OCC=C(C)C)cc12,-0.1,1.5,6.1,-1.4

# Complete entries, quoted from the list:
# O=C(Nc1cccc(Cl)c1Cl)c1ccc(=O)[nH]n1 in the list: FBW7 act = -0.2; GPR151 activ = 2.4; MITF inh = 13.5; TEAD-YAP block = -6.6
# COc1cc(Nc2nc(C(=O)NCc3cccc(C(F)(F)F)c3)cs2)cc(OC)c1OC in the list: FBW7 act = 0.3; GPR151 activ = -0.5; MITF inh = 12.8; TEAD-YAP block = 11.5

# Remaining list, next part
molecule,FBW7 act,GPR151 activ,MITF inh,TEAD-YAP block
CC(=O)Nc1c(-c2ccccc2)nc2ccccn12,0.1,-1.1,8.0,8.8
CCCCN(CC)S(=O)(=O)c1ccc(F)c(C(=O)Nc2cccc(C)c2C)c1,0.0,1.6,-5.2,5.9
Cc1ccc(-c2cc(C(=O)Nc3cccc(Cl)c3C)c3ccccc3n2)cc1C,0.0,-0.8,14.3,-4.5
COC(=O)CN1C(=O)S/C(=C/c2cc(OC)c(O)c([N+](=O)[O-])c2)C1=O,0.0,1.1,9.9,8.3
C/C(=N\Nc1nc(C)cc(C)n1)c1cccnc1,-0.1,2.9,-14.3,-14.5
CC(=O)Nc1nc(SCc2ccc(Br)cc2)n[nH]1,0.2,-1.0,19.5,9.1
COc1cc(Nc2nc(-c3ccc(N4CCOCC4)nc3)nc3c2ncn3Cc2ccc(C(F)(F)F)cc2)cc(OC)c1OC,0.3,6.6*,8.1,-6.7
O=C(NCc1ccccc1Cl)c1ccc(I)cc1,0.2,0.5,15.6,-6.0
COc1ccc(N2CCN(S(=O)(=O)c3ccc(OC)c(OC)c3)CC2)cc1,0.1,2.4,-11.2,-5.4
O=C(CCC1CC(=O)Nc2ccccc21)NCCC1=CCCCC1 (stereo not drawn),0.9,0.4,7.7,-5.0
CC1=NN(c2ccccc2)C(=O)C1c1cc(C)nc2ncnn12 (stereo not drawn),-0.1,1.8,2.4,1.8
CCNC(=O)CN(CC)S(=O)(=O)c1ccc(C)cc1,0.0,0.6,9.0,5.1
COC(=O)Cc1c(C)nc2nc(NCc3ccccc3F)[nH]n2c1=O,0.3,-0.3,-0.6,5.1
Cc1ccc(NC(=O)c2ccccc2NC(=O)c2ccccc2)cc1,-0.1,-0.8,11.5,6.3
Cc1[nH]nc2c1C(c1ccc(F)cc1)C(C#N)=C(N)O2 (stereo not drawn),-0.1,0.7,-2.7,-2.4

# Reformatted with each value named: part of the list above.
COc1ccc(N2CCN(S(=O)(=O)c3ccc(OC)c(OC)c3)CC2)cc1
  FBW7 act: 0.1 | GPR151 activ: 2.4 | MITF inh: -11.2 | TEAD-YAP block: -5.4
O=C(CCC1CC(=O)Nc2ccccc21)NCCC1=CCCCC1 (stereo not drawn)
  FBW7 act: 0.9 | GPR151 activ: 0.4 | MITF inh: 7.7 | TEAD-YAP block: -5.0
CC1=NN(c2ccccc2)C(=O)C1c1cc(C)nc2ncnn12 (stereo not drawn)
  FBW7 act: -0.1 | GPR151 activ: 1.8 | MITF inh: 2.4 | TEAD-YAP block: 1.8
CCNC(=O)CN(CC)S(=O)(=O)c1ccc(C)cc1
  FBW7 act: 0.0 | GPR151 activ: 0.6 | MITF inh: 9.0 | TEAD-YAP block: 5.1

# (next part)
molecule,FBW7 act,GPR151 activ,MITF inh,TEAD-YAP block
Nc1c(C(O)(C(F)(F)F)C(F)(F)F)ccc2ccccc12,0.1,0.7,-9.5,3.8
CCN=C1SC(CC(=O)Nc2ccccc2C#N)C(=O)N1CC (stereo not drawn),0.1,0.1,1.9,0.9
Cc1ccc(C(=O)Cn2c3[n+](c4ccccc42)CC(O)CS3)cc1 (stereo not drawn),-0.4,0.3,-7.9,6.2
Cc1ccc(C)c(NC(=O)Cn2nnc(-c3ccccc3)n2)c1,0.0,1.2,4.3,23.4
Cc1ccc(NC(=O)NCCC(C)C)cc1NC(=O)NCCC(C)C,-0.1,-1.7,-6.8,-0.1
O=C(CSc1nn2cnnc2s1)N(C1CCCCC1)C1CCCCC1,-0.2,0.9,-0.2,26.5
CCn1c(=NC(=O)c2ccco2)sc2cccc(F)c21,0.0,0.7,4.9,-36.2
Cc1cc(C)nc(NNc2c([N+](=O)[O-])cccc2[N+](=O)[O-])n1,-0.9,0.0,-2.0,-12.2
Cc1cc([N+](=O)[O-])nn1CC(=O)NCc1ccc(F)cc1C(F)(F)F,-0.1,-0.7,9.6,44.3*
Cc1cc([O-])ccc1-[n+]1nc2nonc2[nH]1,-0.3,-0.9,1.3,23.9
O=C(/C=C/c1ccc2c(c1)OCO2)NCCSc1ccccn1,0.9,0.0,-8.8,-14.9
O=C(Nc1nnc(-c2ccc(F)cc2)o1)c1ccc(Cl)cc1Cl,-0.1,3.1,6.7,-1.9
Cc1cccc(C(=O)N/N=C/c2ccc3c(c2)OCO3)c1,-0.1,-1.4,-4.0,-25.0
CCN1CCN(C(=O)c2sc3ncnc(N(C)c4ccccc4)c3c2C)CC1,0.0,3.7,-4.3,2.9
O=C(Nc1ccc(Cl)cc1)c1cc(Cl)ccc1NS(=O)(=O)c1ccc(Cl)c([N+](=O)[O-])c1,-0.2,-1.4,-0.6,-0.4
Cc1cccc(NC(=O)c2ccc(C(=O)Nc3cccc(C)c3)nc2)c1,-0.1,0.3,13.4,-1.2
COc1ccc(NS(=O)(=O)c2c(C)nc3sccn3c2=O)cc1Cl,0.1,-0.2,2.6,5.0
O=C(CSc1nnc(-c2ccncc2)n1Cc1ccccc1)NCc1cccs1,0.0,0.1,21.4,-0.6
COc1ccc(-c2nnc(SCC(=O)NCc3ccco3)o2)cc1,0.0,-0.2,22.1,-8.6
COc1ccccc1N1CCN(C(c2cccs2)C(C)NC(=O)C2CC2)CC1 (stereo not drawn),0.0,-1.2,9.3,5.5
C=CCSc1nc2c(c(=O)n1C)C1(CCCC1)Cc1ccccc1-2,0.0,-1.0,-16.9,2.7
Cc1cc(/C=C2/NC(=O)NC2=O)c(C)n1-c1ccc(S(N)(=O)=O)cc1,-0.3,0.1,5.8,5.1
CCn1cc(C(=O)O)c(=O)c2cnc(N3CCN(C(=S)NC(=O)c4cccnc4)CC3)nc21,-0.1,-0.9,2.8,-4.2
COc1cc(Nc2nc(N3CCOCC3)nc3c2ncn3-c2ccccc2)cc(OC)c1OC,0.1,-1.5,25.1,11.2
Cc1ccc(C)c(N2CCN(C(=O)c3ccc(Sc4cccc(Cl)c4)c([N+](=O)[O-])c3)CC2)c1,-0.1,4.4,6.0,-3.2
COC(=O)c1ccccc1-c1cc(C)cc2c1OC(CNC(=O)c1n[nH]c(=O)[nH]1)C2 (stereo not drawn),0.1,0.7,-25.3,10.9
CC1Cc2ccccc2N1S(=O)(=O)c1ccc2c3c(cccc13)C(=O)N2 (stereo not drawn),-0.2,-0.4,16.9,0.9
Fc1ccc(C2CC(c3cccc(Br)c3)n3ncnc3N2)cc1 (stereo not drawn),-0.1,0.0,-25.6,-3.9
CC(=O)Nc1c(C)c(Br)cc(C(=O)O)c1[N+](=O)[O-],-0.3,0.1,-6.7,-3.6
CC(C)(C)N(Cc1ccccc1)C(=O)COC(=O)COc1ccccc1F,0.0,-0.4,9.3,-4.0
Cc1ccc(OCC(=O)N/N=C/c2ccc(N(C)C)cc2)c(C)c1,0.0,0.3,5.8,-9.3
CSCCNCc1c(C(=O)N2CCCCCCC2)nc2sccn12,0.0,0.9,5.8,0.4
CN(C)c1ccc(CN2CCC3(CC2)NC(=O)c2ccccc2O3)cc1,0.5,-0.3,14.6,9.8
O=C(Nc1ccc(Cl)c(Cl)c1)c1nn2c(C(F)(F)F)cc(-c3ccccc3)nc2c1Cl,-0.2,-0.9,-12.5,6.1
C=C(C)COc1ccc(/C=C(/NC(=O)c2ccccc2)C(=O)O)cc1OC,0.0,-1.8,3.7,3.1
O=C(C1CCCCN1S(=O)(=O)c1ccccc1)N1CCOCC1 (stereo not drawn),-0.1,0.9,-5.3,14.6
CCOC(=O)c1ccc(COC(=O)c2ccccc2NC)cc1,2.2*,-1.0,-9.1,-9.0
Cc1ccc(CN[C@H]2C[C@H]3C(=O)N[C@H](C(C)C)C(=O)N3C2)cc1,0.1,3.1,8.4,-4.2
COc1cccc(NS(=O)(=O)c2cc(C(=O)N3CCC(C)CC3)ccc2NCc2ccccc2OC)c1,0.2,-0.8,23.6,-2.0
COc1ccc(NC(=O)CCc2nc3cccnc3n2Cc2cccs2)cc1,0.0,1.6,2.3,0.5
CCc1ccc(NC(=O)C2c3ccccc3C(=O)N(C)C2c2ccc(OC)cc2)cc1 (stereo not drawn),0.0,1.0,-11.6,0.4
O=C(NC1CC1)c1ccnc(Nc2ncccn2)c1,-0.2,0.7,-0.5,3.7
Cc1noc(/C=C/c2cccs2)c1S(=O)(=O)N1CCCC(C(=O)O)C1 (stereo not drawn),0.0,-1.0,8.4,2.9
O=C1CSC(c2ccc([N+](=O)[O-])cc2)N1c1ccc(Br)cc1 (stereo not drawn),-0.1,0.1,13.2,-1.3
C[C@@H](Cn1nnc2ccccc21)NC(=O)c1ccccn1,-0.1,1.1,-0.3,-16.2
COc1cc2c(cc1OC)C(C(=O)NCc1ccccn1)C(c1cccnc1)N(C)C2=O (stereo not drawn),0.0,0.3,8.4,7.2
O=C(Cc1cccc(O)c1)N1CCC(Cn2nc(-c3cccs3)ccc2=O)CC1,-0.1,2.9,18.9,3.0
O=c1c2nnn(Cc3ccccc3)c2ncn1-c1ccccc1,0.6,1.2,9.8,-9.3
